HSF-1 act: increases HSF-1 driven luciferase reporter signal | NIH3T3-HGL HSF-1 luciferase reporter, MG132, 8 h; 100% = twice DMSO control signal | activation, % at 9 µM | 300,000 tested, 1.7% active;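 active = mean replicate activation of at least 50% with a set share of replicates each reaching 50%; inconclusive = only one of those two conditions met; inactive = mean below 50% and too few replicates reaching it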;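 also: 0% = median of the neutral control wells and 100% = twice that signal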
DYRK1A inh: blocks rat Dyrk1A kinase activity; 310,000 tested, 0.43% active; ADP-Glo luminescence, NFATc1 peptide; AID 504441; Q63470; inhibition, % at 12.5 µM; in the data active = inhibition above about 50%;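 also: plate controls were vehicle with enzyme for no effect and no enzyme for full effect; many of its hits are not listed in these tables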
PolyA inh: blocks polyadenylation in yeast reporter cells; S. cerevisiae SKY197-pL101 polyadenylation reporter, beta-gal luminescence; efflux-impaired pdr1/pdr3 knockout yeast; score 100 = 6 SD above DMSO; calls only at 12 µM; 300,000 tested, 0.02% active; AID 1875;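 active = lowest replicate activity score at least 50, where 100 means six control SD above control mean; inconclusive = lowest score under 50 but half or more replicates reach 50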;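 also: yeast exposed to compound for 9 h at 30 °C; higher score means more reporter readthrough which indicates perturbed polyadenylation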
HSF1 inh: HSF1 inhibition | NIH3T3-HGL HSE-luciferase, MG132-induced, luminescence 8 h; active compounds read low | activity change, negative = inhibition, % at 7.5 µM (by protocol) | 300,000 tested, 0.77% active | AID 2098;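 active = more than half of replicate wells show activity change below -50%, luminescence cut by over half; inconclusive = some wells, but at most half, below -50%; inactive = no replicate well below -50%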;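 also: luciferase reports HSF-1 transcriptional activity via heat shock element; 0% = median of DMSO wells and -100% = zero luminescence signal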
HDAC3 inh: blocks human histone deacetylase 3. O15379. recombinant HDAC3, fluorogenic peptide/trypsin coupled, fluorescence. 320,000 tested, 0.15% active. inhibition, % at 8.3 µM; in the data active = inhibition above about 26%, passing the limit was not always enough; inconclusive = no clear call, values can overlap the other calls
GSK3B inh: blocks human GSK3beta kinase activity; P49841; activity score (negative = inhibition), % at 10 µM; GST-GSK3beta kinase, ADP-Glo luminescence, 60 min; active compounds read low; 300,000 tested, 0.038% active;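 active = more than half of replicate wells score below -50%, meaning over 50% inhibition versus plate controls; inconclusive = some replicates but at most half score below -50%; inactive = no replicate scores below -50%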;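 also: 0% = median DMSO wells and -100% = median GW8510 positive control wells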
Target sequence (P49841 whole entry, looked up): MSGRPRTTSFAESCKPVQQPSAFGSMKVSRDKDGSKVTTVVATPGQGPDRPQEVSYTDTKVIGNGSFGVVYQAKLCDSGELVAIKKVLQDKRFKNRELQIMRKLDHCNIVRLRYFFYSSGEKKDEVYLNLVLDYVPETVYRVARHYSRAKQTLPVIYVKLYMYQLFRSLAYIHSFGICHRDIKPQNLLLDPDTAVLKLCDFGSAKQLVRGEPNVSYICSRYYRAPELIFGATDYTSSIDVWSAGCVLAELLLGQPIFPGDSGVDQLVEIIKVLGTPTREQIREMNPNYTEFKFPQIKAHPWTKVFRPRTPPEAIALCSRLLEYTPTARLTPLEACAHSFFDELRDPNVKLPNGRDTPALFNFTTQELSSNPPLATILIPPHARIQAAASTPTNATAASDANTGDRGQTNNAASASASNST
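Test system: GST-tagged human GSK3beta kinase, cell-free; evaluation: activity score scaled between in-plate DMSO and GW8510 controls; measured by: ADP-Glo luminescence; incubation: 60 min reaction, RT; benchmarks: DMSO and 20 µM GW8510; reagent: peptide substrate plus 25 µM ATP (final); medium: Tris/MgCl2 kinase buffer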
GSK3A inh: human GSK-3 alpha kinase inhibition; P49840; ADP-Glo luminescence, 60 min; inhibition, % at 10 µM; 320,000 tested, 0.1% active; AID 2650;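 in the data active = inhibition above about 50%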;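 also: GST-tagged GSK-3 alpha with peptide substrate and 25 µM ATP; 0% = DMSO neutral wells and 100% = GW8510 positive control wells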
Target sequence (P49840 whole entry, looked up): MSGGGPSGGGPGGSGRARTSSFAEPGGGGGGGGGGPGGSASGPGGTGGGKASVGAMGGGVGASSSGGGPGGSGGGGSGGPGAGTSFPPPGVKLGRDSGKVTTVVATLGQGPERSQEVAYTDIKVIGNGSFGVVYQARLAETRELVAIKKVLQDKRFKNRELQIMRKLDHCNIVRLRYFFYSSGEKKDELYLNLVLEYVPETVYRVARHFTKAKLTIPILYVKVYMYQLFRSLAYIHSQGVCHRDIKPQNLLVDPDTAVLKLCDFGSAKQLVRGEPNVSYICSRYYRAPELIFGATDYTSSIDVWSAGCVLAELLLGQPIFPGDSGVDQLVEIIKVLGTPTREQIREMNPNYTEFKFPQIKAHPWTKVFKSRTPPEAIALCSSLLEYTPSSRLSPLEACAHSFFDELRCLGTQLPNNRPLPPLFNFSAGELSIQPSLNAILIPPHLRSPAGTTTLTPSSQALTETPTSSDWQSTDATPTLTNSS
AI-2 QS mod: modulates the Vibrio harveyi AI-2 quorum sensing system | AID 2094 | 300,000 tested, 0.4% active | activity change, % at 7.5 µM | Vibrio harveyi JMH597 AI-2 luminescence/OD600 ratio, 9 h; active compounds read low; strain lacks LuxN and CqsS sensors; 0 = neutral-control median; in the data active = activity change below about -75%, passing the limit was not always enough; inconclusive = no clear call, values can overlap the other calls;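 also: luminescence divided by OD600 gain over 9 h not by final OD600 alone; inactives centre near 13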
Platelet DG rel: platelet dense granule release activity | human platelet-rich plasma, SFLLRN dense granule ATP release, luminescence | inhibition, %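 (compounds screened at 7.5 µM in platelet-rich plasma)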 | AID 1663 | 300,000 tested, 0.22% active;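 active = mean replicate score, as percent of positive control, at or above 50; inconclusive = mean below 50 but at least one replicate at or above 50; inactive = mean and every replicate below 50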
HSP90 inh: HSP90 refolding inhibition in rabbit reticulocyte lysate. 290,000 tested, 0.91% active. inhibition, % at 5.6 µM. luciferase refolding luminescence, 3 h;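 active = inhibition above the screen-wide mean plus 3 SD, computed separately per campaign, cut at about 16% in these data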;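 also: 0% = DMSO wells and 100% = 60 µM geldanamycin wells; inhibitors lower the luminescence because luciferase stays unfolded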
Active calls of the source: *; i = inactive; u = inconclusive; x = no result given. This is a subset; rates above refer to the full screens.

Molecule	HSF-1 act	DYRK1A inh	PolyA inh	HSF1 inh	HDAC3 inh	GSK3B inh	GSK3A inh	AI-2 QS mod	Platelet DG rel	HSP90 inh
COc1cc(OC)cc(C(=O)N2CCCC(c3nc(-c4ccc(C)o4)no3)C2)c1 (stereo not given)	7	2	i	0	-10	1	2	13	0	-5
O=c1[nH]c(CSc2ncc(C(F)(F)F)cc2Cl)nc2cc(C(F)(F)F)ccc12	18	-6	i	11	6	2	2	27	1	1
COc1ccc(-c2nnc(SCc3nc4ccccc4s3)n2C(C)C)cc1	45	9	i	29	2	2	x	52	2	1
O=C1COc2ccc(S(=O)(=O)NCc3ccc(Cl)cc3)cc2N1	0	-4	i	-5	x	2	x	17	1	-1
COc1ccccc1NC(=S)N1C2CCC1CC(NC(=O)NC13CC4CC(CC(C4)C1)C3)C2 (stereo not given)	x	-2	i	x	-5	-2	0	20	2	-2
O=C(CSc1nc2ccccc2s1)Nc1cc(S(=O)(=O)N2CCOCC2)ccc1O	24	-8	i	-4	3	3	-2	3	-6	-2
Nc1cc(=O)[nH]c(SCC(=O)NNC(=O)Cc2ccccc2)n1	-15	-2	i	-7	-6	0	-1	11	-2	23*
Cc1ccc(OCC(=O)Nc2cccc3nsnc23)c(C)c1	-7	3	i	2	-11	-1	-4	1	2	-3
Fc1ccc2[nH]c3c(N4CCN(c5ccccc5)CC4)ncnc3c2c1	0	-2	i	-10	3	1	0	18	0	-3
COc1ccc(-c2nc3cc(C)ccn3c2NCC2CCCO2)cc1OC (stereo not given)	22	-2	i	18	-33	3	1	9	-5	0
Cc1cccc(NC(=O)c2ccc(S(=O)(=O)C(F)F)cc2)c1C	15	4	x	0	0	-5	-1	11	12	0
Cc1ccccc1Nc1nc(N)nc(CSc2n[nH]c(N)n2)n1	u	-1	i	14	2	1	3	12	7	-1
C=CCn1c(-c2ccc3[nH]c(C)c(C)c3c2)n[nH]c1=S	0	-2	i	3	2	1	0	39	2	-1
Cc1nnc(NC(=O)C2CCN(c3cnccn3)CC2)s1	2	0	i	-3	-4	2	0	1	1	2
CNC(=O)c1cc2ccc(OC)cc2oc1=O	-3	17	i	-5	-114	-3	1	24	0	-1
CN(C)CC1CCCCC1OC(=O)c1ccc(Br)cc1 (stereo not given)	-7	3	i	0	-5	-1	0	30	-9	-2
COc1cc(/C=C2\NC(=O)NC2=O)cc(Br)c1OC	-7	9	i	-11	-1	-5	9	7	1	-5
N#Cc1c2c(c(-n3cnc4ccccc43)n3c1nc1ccccc13)CCC2	0	2	i	-5	-2	1	21	9	-5	0
CC(NC(=O)C1(S(=O)(=O)c2ccc(Cl)cc2)CC1)c1ccccc1 (stereo not given)	-12	0	i	3	3	-2	0	8	-4	1
CC(C)C[C@H](NC(=O)c1nc[nH]c1C(=O)NC(c1ccccc1)c1ccccc1)C(=O)OCc1ccccc1	-1	3	i	-5	5	1	4	26	1	10
Cc1ccc(-n2ncc(-c3nn[nH]n3)c2N)cc1	4	6	i	8	-3	4	2	22	3	3
O=C1C=CC(=O)N1c1ccc(I)cc1Cl	-13	x	i	-16	3	-1	-3	11	0	-4
Cc1ccc(NC(=O)COC(=O)Cn2c(C)csc2=O)cc1	7	5	i	0	1	-5	-2	17	7	0
O=C(NC1CCCCC1)C1(S(=O)(=O)c2ccc(Cl)cc2)CC1	1	-5	i	0	-2	3	0	3	8	-3

Reformatted: results already given
> Nc1cc(=O)[nH]c(SCC(=O)NNC(=O)Cc2ccccc2)n1
  HSF-1 act: -15 | DYRK1A inh: -2 | PolyA inh: i | HSF1 inh: -7 | HDAC3 inh: -6 | GSK3B inh: 0 | GSK3A inh: -1 | AI-2 QS mod: 11 | Platelet DG rel: -2 | HSP90 inh: 23*
> C=CCn1c(-c2ccc3[nH]c(C)c(C)c3c2)n[nH]c1=S
  HSF-1 act: 0 | DYRK1A inh: -2 | PolyA inh: i | HSF1 inh: 3 | HDAC3 inh: 2 | GSK3B inh: 1 | GSK3A inh: 0 | AI-2 QS mod: 39 | Platelet DG rel: 2 | HSP90 inh: -1

Next records
Molecule	HSF-1 act	DYRK1A inh	PolyA inh	HSF1 inh	HDAC3 inh	GSK3B inh	GSK3A inh	AI-2 QS mod	Platelet DG rel	HSP90 inh
NNC(=O)C(=O)Nc1ccc(Cl)c(Cl)c1	10	x	i	5	-8	1	2	6	15	-5
N/C(Cc1nc(-c2ccc(Br)cc2)cs1)=N\O	55*	-3	i	17	-2	4	-1	-30	2	0
Cc1ccc2cc(CN(Cc3ccco3)S(=O)(=O)c3c(C)ccc4nsnc34)c(=O)[nH]c2c1	0	3	i	-1	u	2	-1	14	3	6
N#CCCN(CCN1CCCC1)S(=O)(=O)c1ccc(-c2ccc([N+](=O)[O-])cc2)cc1	1	-1	i	-3	1	5	-2	8	9	0
CS(=O)(=O)c1cccc(C(=O)N(CCc2ccccc2)Cc2cccs2)c1	1	3	i	-4	3	-1	1	-4	-41	-5
Cc1ccc(S(=O)(=O)N(Cc2n[nH]c(=S)n2-c2ccccc2)c2cccc(Cl)c2)cc1	-7	-5	i	-4	0	0	-1	35	-2	-2
CCOCCCNc1nc2c(c(=O)[nH]c(=O)n2C)n1CCCc1ccccc1	3	3	i	-6	3	2	-3	18	1	3
Cc1cc(F)ccc1S(=O)(=O)N1CCCOC1CNC(=O)C(=O)NCc1ccc2c(c1)OCO2 (stereo not given)	-43	0	i	-28	20	-2	-3	11	-8	-2
Cc1ccc(S(=O)(=O)N/N=C\c2ccc([N+](=O)[O-])o2)cc1	-11	-7	i	6	5	-1	-6	2	24	-3
CCOC(=O)c1cc(S(=O)(=O)N2CCCC2)cn1C	-11	3	i	-8	-2	-1	2	6	10	3
COc1ccc(-n2nc([N+](=O)[O-])c(=NCc3ccc4c(c3)OCO4)n2O)cc1	29	1	i	15	5	-1	1	20	-1	0
Cc1nn(-c2ccccc2)c(Cl)c1C(=O)NCC(C)C	2	4	i	-5	-2	-2	0	4	4	-3
O=C(Nc1ccc2c(c1)OCO2)c1ccc2c(c1)S(=O)(=O)c1ccccc1C2=O	-17	5	i	-7	-10	0	-2	7	2	x
Cc1ccc(OCCC(=O)OCC(=O)Nc2cc(C)cc(C)c2)cc1	-25	2	i	-3	-2	1	-2	15	-9	-4
CN1C(=O)c2ccccc2C(C(=O)O)C1c1cn(C)c2ccccc12 (stereo not given)	3	6	i	3	2	-3	0	25	0	1
Cc1nn(C(=O)C(C)N2C(=O)c3ccccc3C2=O)c(C)c1Br (stereo not given)	5	7	i	4	x	1	x	2	-21	0
CCCn1c(Nc2ccccc2C)nc2ccccc21	6	-5	i	-4	-2	4	-1	28	5	-3
CN(C)C(=O)CSc1n[nH]c(=O)n1CCc1ccccc1	17	-3	i	-4	9	-3	3	20	12	-1
CCc1nc(SCC(=O)N2CCCC2)c2ccccc2n1	-5	16	i	-4	1	3	2	24	2	-2
COc1ccc(NC(=O)CSc2nnc(N)n2CC(=O)Nc2ccc(OC)cc2)cc1	x	-6	x	x	-1	1	-2	16	x	-3
Cc1cc(C)c(NC(=O)Cn2nnc(C(=O)Nc3ccc(F)cc3F)c2N)c(C)c1	2	-4	i	-6	6	-1	-1	18	2	-4
O=C(CSc1nnc2ccccn12)Nc1ccc(S(=O)(=O)N2CCOCC2)cc1	9	x	i	-7	1	2	-2	11	6	-4
COc1ccc(N(CC(=O)Nc2cc(OC)c(OC)cc2C(=O)O)S(=O)(=O)c2c(C)noc2C)cc1	-5	-5	i	-17	-3	4	-7	22	9	-4
N#Cc1c(N)n(-c2ccc(O)cc2)c2nc3ccccc3nc12	2	-4	i	7	1	1	3	20	-1	0
Cc1csc(NC(=O)C2CCCN(S(=O)(=O)c3cccnc3)C2)n1 (stereo not given)	-3	10	i	-1	4	-1	-2	10	3	0
CCc1ccc(NSc2ccccc2[N+](=O)[O-])cc1	-3	19	i	-4	8	1	-4	u	9	8
COc1cc(/C=N/NC(=O)c2cccc(S(=O)(=O)N3CCCC3)c2)cc(OC)c1O	-3	8	i	-3	7	1	-2	23	0	x
O=C(/C=C/c1cc([N+](=O)[O-])ccc1OC(F)F)NCc1ccc(Cl)cc1	4	3	i	-5	8	-1	0	24	-6	1
Cc1ccc(S(=O)(=O)Nc2cc3c(C(=O)O)c(C)oc3c3ccccc23)c(C)c1	20	3	i	-3	4	x	-2	x	-2	-1
Cc1ccccc1OC(=O)Cn1c(C(F)(F)F)nc2ccccc21	2	-2	i	-8	7	-3	-3	11	-4	2
CCOC(=O)c1c(C)[nH]c(C(=O)CN2C(=O)NC3(CCCC3)C2=O)c1C	3	5	i	6	7	3	-3	27	10	-2
Cc1nn(CCOc2ccccc2)c(=O)n1-c1c(F)cccc1F	47	2	i	14	0	3	-2	10	-3	3
CC(C)(C)C(=O)Nc1cc2c3c(c1)CCN3C(=O)CC2	7	0	i	-3	0	2	-1	5	7	-2
COc1ccc2c(C#N)c3ccccn3c2c1	20	72*	i	-10	u	-1	7	11	-7	4
O=C(COc1cccc2ccccc12)N1CCN(c2ccccn2)CC1	2	1	i	-5	1	1	-2	32	0	-1
COc1cccc(NC(=O)CN(C)C(=O)c2cc(C)on2)c1	3	4	i	-5	-6	2	4	9	-2	x
CCOc1ccc2nc(NC(=O)CCC(=O)c3cccs3)sc2c1	x	7	x	x	-8	x	-2	x	x	0
C=CCn1c(O)c(C=Nc2ccccc2)sc1=S	20	-1	i	10	-4	0	0	17	-2	1
COc1ccc(CCNC(=O)CN(c2cccc([N+](=O)[O-])c2)S(C)(=O)=O)cc1OC	-8	1	i	-2	-3	0	-1	26	1	-1
COc1ccc(S(=O)(=O)N2CCOCC2)cc1NC(=O)c1cc2c(s1)CCCC2	-3	-2	i	7	1	2	-3	29	0	0
N#Cc1c(N2CCCCC2)nc(N)c2c(N)nc(SCC(=O)O)cc12	5	24	i	11	x	-13	72*	21	4	0
COc1ccc(-c2nnc(NC(=O)C3CCCN3S(=O)(=O)c3cccs3)o2)cc1 (stereo not given)	-1	0	i	4	-5	3	-2	16	8	x
Cn1cccc1Cc1nnc(SCC(=O)NCC2CCCO2)n1C (stereo not given)	9	-1	i	1	-8	-2	-2	30	2	-3
Cc1ccnc(NC(=O)CCC(=O)N(CC(=O)NCc2ccccc2)Cc2ccc(F)cc2)c1	-4	3	i	-1	0	-2	26	3	-5	5
COc1ccc(NC(=O)C2CCN(S(=O)(=O)c3cccc4nonc34)CC2)cc1OC	8	-1	i	-4	1	-2	0	14	-2	-3
Cc1oncc1C(=O)Nc1cccc2ccccc12	4	0	i	7	x	3	x	4	-10	1
Cc1cc(C)n(C(=O)c2cc(F)c(F)cc2C)n1	-6	0	i	-8	-1	-23	-7	23	-4	3
Cn1nnnc1SCC(=O)N(C1CCCCC1)C1CCCCC1	0	-7	i	1	-1	1	-2	10	15	-1

High-throughput results from PubChem.
